Bioassay records (PubChem)
All columns: NCI-60 one-dose screen, growth in % after 48 h at 10 µM unless noted; 100 = growth as untreated, 0 = no growth, -100 = all killed.
HCT-116: HCT-116 colon cancer. AID 1794798. hit rate 7.3% among 82,000
OVCAR-4: OVCAR-4 ovarian cancer cells | hit rate 3.7% among 80,000
SK-OV-3: SK-OV-3 ovarian cancer cells | hit rate 3.2% among 80,000
COLO 205: COLO 205 colon cancer; hit rate 7.3% among 79,000
HT29: HT29 colon cancer | hit rate 7.4% among 81,000 | AID 1794748
HCT-15: HCT-15 colon cancer; hit rate 5.2% among 82,000
SW-620: SW-620 colon cancer; hit rate 5.2% among 82,000; AID 1794795
KM12: KM12 colon cancer cells; hit rate 5% among 82,000
IGROV1: IGROV1 ovarian cancer. hit rate 4.7% among 79,000
An asterisk follows results filed as active; · = not tested or not shown; & = joins results of further samples; [ ] = another dose, or the depositor's remark. The calls were made as follows: active = growth percent below 10; inactive = the rest. No enrichment for hits; about 12% have a hit in one of these screens.

SMILES	HCT-116	OVCAR-4	SK-OV-3	COLO 205	HT29	HCT-15	SW-620	KM12	IGROV1
COC(C)CCOC(=O)c1ccccc1 (stereo not given)	99	104	125	112	109	103	109	108	106
COc1cc(-c2c3cnn(C(C)C)c3nc3[nH]c(=O)n(C)c23)cc2c1OCO2	105	107	96	111	104	102	107	114	104
COc1ccc2[nH]c(=O)c(C=O)cc2c1	88	103	104	112	93	93	93	105	104
COc1ccc2c(c1)OCCN1C(=O)Nc3ccccc3C21 (stereo not given)	96	101	94	105	102	100	96	101	101
O=C(c1ccccc1)N1N=C(c2ccc(-n3ccc(C(F)(F)F)n3)cc2)CC1c1ccc[nH]1 (stereo not given)	94	110	128	101	87	71	99	80	96
O=C1c2c(c(=O)[nH]c3ccccc23)CC2CCCCN12 (stereo not given)	106	109	116	·	109	104	104	111	87
O=C(Cn1cc(CN2C(=O)c3ccccc3S2(=O)=O)nn1)Nc1ccc([N+](=O)[O-])cc1Cl	103	115	73	103	108	102	98	94	103
COC(=O)c1nc(C(C)(C)C)oc1N	94	105	92	96	103	92	107	94	105
COc1ccc(OC)c2nc3c(nc12)C(=O)c1ccccc1C3=O	90	93	93	90	112	72	92	84	80
CC(C)N(C)/N=N/N(C)C(C)C	109	105	103	117	104	111	115	101	114
CCCC(=O)c1ccccc1	111	112	98	111	104	110	108	112	102
C=C1C(=O)O[C@H]2[C@H]1CC/C(CNC(=O)c1cc3ccccc3[nH]1)=C\CC[C@@]1(C)O[C@@H]21	-84*	-7.2*	68	-83*	-60*	-79*	-57*	-38*	-26*
O=C(O)c1ccc(-c2nn(-c3ccc(C(F)(F)F)cc3)cc2CNc2ccccc2)cc1	84	77	106	95	18	77	99	94	93
COc1ccc(C2=NN(C=O)C(c3ccc(Oc4nc5c(c(=O)n(C)c(=O)n5C)n4C)c(OC)c3)C2)cc1 (stereo not given)	83	72	114	92	72	89	104	87	88
COc1ccc(Br)cc1OC	101	116	106	122	96	106	98	108	105
COc1cc2nc(-c3ccc(Cl)cc3)cc(OCCN3CCC(O)CC3)c2cc1OC	85	97	109	82	87	80	104	95	73
COc1cc(-c2csc(NC(=O)c3ccc(N4CCOCC4)c(C(F)(F)F)c3)n2)cc(OC)c1OC	16	23	75	19	43	11	49	17	29
CC(=O)Oc1ccc(O)c(C(=O)O)c1	94	94	98	106	94	99	109	105	109
Cn1c2ccccc2c2nc3ccccc3c(Cl)c21	102	90	86	108	95	98	87	100	85
O=C(Nc1ccc(-c2n[nH]c(=S)n2/N=C/c2ccc(Br)cc2)cc1)c1cccnc1	106	116	100	107	117	107	105	99	109
Clc1cn2cc(-c3cccs3)nc2s1	108	104	111	115	103	98	102	103	93
O=c1[nH]c2cc([N+](=O)[O-])ccc2c2ccc([N+](=O)[O-])cc12	72	75	95	77	87	79	59	81	65
O=C1Nc2ccc(F)cc2/C1=N/N=C/c1ccccc1F	79	83	100	100	98	70	81	93	95
COc1ccc(-c2nc3ccccc3n3cccc23)cc1	92	100	122	120	107	142	101	99	47
O=C(O)c1ccccc1C(=O)c1ccc2c(c1)CCC2	95	101	88	100	101	96	108	104	99
c1cnc(NCCSSCCNc2ncccn2)nc1	98&101	100&100	106&116	112&111	108&112	101&101	106&103	106&106	110&111
CCCCCCCCCC1OC(C)CC(C)(C)O1 (stereo not given)	109	113	111	107	111	110	117	109	103
COc1ccc(/C=C2\Oc3cc(OCCCCN4CCCC4)ccc3C2=O)cc1	5.3*	92	113	86	6.7*	9.5*	13	71	81
COc1ccc(CN(C2CCS(=O)(=O)C2)S(=O)(=O)c2ncsc2-c2ccccc2)cc1 (stereo not given)	105	99	105	117	103	94	113	100	105
CC1Cc2c(nc[nH]c2=O)N(C)c2ccccc21 (stereo not given)	101	103	91	96	97	97	103	102	·
CC(C)C(C(=O)NCCN1CCOCC1)N1C(=O)/C(=C/c2ccc(Br)cc2)SC1=S (stereo not given)	95	105	112	111	109	100	102	100	108
CS(=O)(=O)c1nccc(-c2c(-c3ccc(F)c(OCCc4ccccc4)c3)nc3sccn23)n1	93	98	121	112	91	83	103	77	59
COc1cc(C(=O)/C=C/c2c(-c3ccc(F)cc3)nc3sc(C)nn23)cc(OC)c1OC	69	62	58	103	95	95	97	95	83
Fc1cc(-c2nnc3n2NC(=Nc2ccc(Cl)cc2Cl)CS3)c(Cl)cc1Cl	92	69	93	107	96	96	96	91	51
COc1ccc([N+](=O)[O-])cn1	97	92	111	108	101	104	105	105	110
COc1cc2c(c(OC)c1OC)C(=O)CC(c1ccccc1)O2 (stereo not given)	82	88	98	134	101	84	101	99	100

For reference, part of the list above:
SMILES	HCT-116	OVCAR-4	SK-OV-3	COLO 205	HT29	HCT-15	SW-620	KM12	IGROV1
O=c1[nH]c2cc([N+](=O)[O-])ccc2c2ccc([N+](=O)[O-])cc12	72	75	95	77	87	79	59	81	65
O=C1Nc2ccc(F)cc2/C1=N/N=C/c1ccccc1F	79	83	100	100	98	70	81	93	95
COc1ccc(-c2nc3ccccc3n3cccc23)cc1	92	100	122	120	107	142	101	99	47
O=C(O)c1ccccc1C(=O)c1ccc2c(c1)CCC2	95	101	88	100	101	96	108	104	99
c1cnc(NCCSSCCNc2ncccn2)nc1	98&101	100&100	106&116	112&111	108&112	101&101	106&103	106&106	110&111
CCCCCCCCCC1OC(C)CC(C)(C)O1 (stereo not given)	109	113	111	107	111	110	117	109	103
COc1ccc(/C=C2\Oc3cc(OCCCCN4CCCC4)ccc3C2=O)cc1	5.3*	92	113	86	6.7*	9.5*	13	71	81
COc1ccc(CN(C2CCS(=O)(=O)C2)S(=O)(=O)c2ncsc2-c2ccccc2)cc1 (stereo not given)	105	99	105	117	103	94	113	100	105
CC1Cc2c(nc[nH]c2=O)N(C)c2ccccc21 (stereo not given)	101	103	91	96	97	97	103	102	·
CC(C)C(C(=O)NCCN1CCOCC1)N1C(=O)/C(=C/c2ccc(Br)cc2)SC1=S (stereo not given)	95	105	112	111	109	100	102	100	108
CS(=O)(=O)c1nccc(-c2c(-c3ccc(F)c(OCCc4ccccc4)c3)nc3sccn23)n1	93	98	121	112	91	83	103	77	59
COc1cc(C(=O)/C=C/c2c(-c3ccc(F)cc3)nc3sc(C)nn23)cc(OC)c1OC	69	62	58	103	95	95	97	95	83
Fc1cc(-c2nnc3n2NC(=Nc2ccc(Cl)cc2Cl)CS3)c(Cl)cc1Cl	92	69	93	107	96	96	96	91	51
COc1ccc([N+](=O)[O-])cn1	97	92	111	108	101	104	105	105	110
COc1cc2c(c(OC)c1OC)C(=O)CC(c1ccccc1)O2 (stereo not given)	82	88	98	134	101	84	101	99	100

The results go on:
SMILES	HCT-116	OVCAR-4	SK-OV-3	COLO 205	HT29	HCT-15	SW-620	KM12	IGROV1
O=C(Cc1ccccc1)Nc1cccc(-c2nc3ccccc3c(=O)[nH]2)c1	75	106	86	114	98	97	81	90	103
Clc1ccc2c(c1)-c1ccccc1C1=NCCN12	21	44	37	7.3*	4.1*	20	22	33	24
CC1=CC(=O)C(C(C)=Nc2ccccc2Cl)C(=O)O1 (stereo not given)	100	100	104	129	101	105	92	108	·
CC(Cc1ccccc1)NC(=O)CCNNC(=O)c1ccncc1 (stereo not given)	98	104	99	97	105	104	102	98	110
Cn1nc(NC(=O)Nc2cc(C(=O)O)n(C)n2)cc1C(=O)O	90	103	102	120	97	102	105	99	50
O=C1c2cccc3cccc(c23)C(=O)N1C/C=C/c1ccc2c3c(cccc13)C(=O)N(CCO)C2=O	76	40	72	68	87	75	82	76	79
CCOC(=O)c1ccc(C(Br)Br)cc1	95	104	114	118	98	108	98	99	109
N#C/C(=C\c1ccco1)c1cc2ccccc2[nH]1	98	79	·	112	99	90	101	95	97
CCN1CCOC1c1ccc(Cl)cc1 (stereo not given)	102	105	104	110	97	99	107	95	103
C[C@H]1[C@H](OC(=O)CCC(=O)O)O[C@@H]2O[C@]3(C)CC[C@H]4[C@H](C)CC[C@@H]1[C@@]24OO3	14	38	93	-5.7*	24	17	31	27	55
COc1c(N2CC3CCCNC3C2)c(F)cc2c(=O)c(C(=O)N/N=C(/C)c3ccccc3)cn(C3CC3)c12 (stereo not given)	93	95	120	105	76	77	102	102	105
OCC(O)C(O)C(O)C(O)C(O)CO (stereo not given)	107	115	117	116	100	109	104	104	105
O=C1c2cccnc2C(=O)c2c1c(C(=O)OCCCN1CCCCC1)c1ccccn21	-20*	-62*	-41*	-79*	-24*	-56*	-60*	-33*	-5.0*
Clc1ccc(Nc2cccc(-c3cn[nH]c3)c2)cc1	86	63	91	92	90	77	95	89	73
Cc1c(C(=O)Nc2nc3ccccc3s2)cnn1-c1ccccc1F	38	43	·	93	83	41	99	88	82
c1ccc(-c2ccc(-c3nc4ccccc4[nH]3)cc2)cc1	74	·	89	102	53	79	101	85	75
COc1cc2cc3c(nc2cc1OC)CCN3Cc1ccc(NC(=O)c2ccc(Cl)c(Cl)c2)cc1	102	85	112	115	123	91	104	106	113
CC(CC=C(c1ccccc1)c1ccccc1)C1CCC2C3CCC4CC5CCC4(C)C3(O5)C(=O)CC12C (stereo not given)	108	121	97	101	102	99	107	102	104
CC(C)CC(C)(C[N+](=O)[O-])C[N+](=O)[O-]	110	105	107	100	110	99	97	112	119
CC(=O)OC1CC2C3CCC4C[C@@H](NC(=O)C=C(C)C)CC[C@]4(C)C3CC[C@]2(C)[C@H]1C(C)N(C)C (stereo not given in full)	-70*	-8.2*	26	-84*	-21*	-39*	-73*	1.6*	34
COc1ccc2cc(-c3ccnc4c(N=Nc5ccc(Cl)cc5)c(N)nn34)ccc2c1	100	116	94	110	103	112	101	103	102
O=C(Nc1ccc(Cl)cc1)c1cccnc1Oc1ccc2c(c1)OCO2	89	86	100	101	94	88	95	92	109
CCCCCCCNc1nc(-c2ccc(C(F)(F)F)cc2)ncc1-c1ccc(C(F)(F)F)cc1	99	96	93	103	95	101	101	102	100
O=c1[nH]n(C(=S)N/N=C/c2ccccc2O)c(=O)c2ccccc12	92	103	88	112	97	95	·	103	109
O=C(Nc1ccc(CN2CCc3nc4cc(O)c(O)cc4cc32)cc1)c1ccc(Cl)c(Cl)c1	100	117	106	99	109	101	97	100	102
Cc1ccc(N=NC(C#N)C#N)c(C)c1	97	109	95	106	100	97	102	99	95
CC(C)OCCc1cccc[n+]1[O-]	94	109	107	123	110	102	105	108	107
O=C(CCl)Oc1ccc(-c2ccccc2)c(Br)c1	108	105	104	108	109	110	104	104	112
CC1(C)CCCOC1=O	96	94	97	105	109	104	109	106	106
CC1=C2[C@@H](CC1)[C@]1(C)O[C@@](C(C)C)(C[C@H]1OC(=O)CO)[C@H]2OC(=O)C1CC1c1ccccc1 (stereo not given in full)	89	102	108	107	75	97	85	74	88
CCn1cc(C(=O)O)c(=O)c2cc(F)c(N3CCN(CC(=O)Nc4ccc(S(=O)(=O)Nc5nccc(C)n5)cc4)C(C)C3)c(F)c21 (stereo not given)	104	104	113	118	117	100	97	100	100
O=c1cc(O)cc2n1CCC2	106	98	125	110	102	100	106	104	111
Cc1c(Cc2c(C)n(C)n(-c3ccccc3)c2=O)c(=O)n(-c2ccccc2)n1C	103	119	109	111	111	103	109	121	133
COc1ccc(/C=C2\Oc3cc4occc4c(OC)c3C2=O)cc1	45	90	119	69	94	87	75	86	50
CCCCCCCCCCCc1nc2ccccc2s1	110	109	97	108	106	105	98	102	95
C=C1C(=O)O[C@H]2[C@H]1CC/C(COC(=O)CCCCCCCC(=O)OC/C1=C/CC[C@@]3(C)O[C@H]3[C@H]3OC(=O)C(=C)[C@@H]3CC1)=C\CC[C@@]1(C)O[C@@H]21	-44*	27	101	-62*	-8.1*	-4.9*	7.6*	47	-13*
O=C(O)CN1CCc2c(sc3ncnc(N/N=C/c4cccc(Br)c4)c23)C1	107	113	110	112	109	112	110	106	106
O=C(N=Nc1c(O)[nH]c2ccccc12)Nc1ccccc1Cl	90	71	94	105	101	68	85	54	65
Cc1c(C(=O)Nc2nc(-c3ccccc3)cs2)nnn1-c1ccccc1Br	33[50 µM]	20[50 µM]	·	42[50 µM]	16[50 µM]	29[50 µM]	61[50 µM]	36[50 µM]	68[50 µM]
CC(=O)N(c1ccccc1)C(C(=O)c1ccccc1)c1ccccc1 (stereo not given)	86	82	114	112	111	99	97	108	109
CCOC(=O)c1c(C)cc2c(CO)n[nH]c(=O)c2c1C	100	112	114	109	98	93	115	103	111
Cc1cc(NCc2ccccn2)n2ncc(-c3ccccc3)c2n1	97	94	102	54	54	105	103	104	91
O=C(/C=C/c1ccccc1)Nc1ccccc1-c1nc2ccccc2c(=O)[nH]1	76	101	94	105	96	92	95	88	92
COc1cc(/C=C2/Nc3ccc(Cl)cc3NC2=O)ccc1O	107	107	104	108	111	102	112	100	117
O=C(O)/C=C/c1ccc([N+](=O)[O-])o1	101	97	111	123	106	100	109	111	111
O=C(/C=C\c1ccccc1)OCc1ccccc1	100	95	110	128	91	97	107	116	95
CCOC1=CC(=O)CC(C)(C)C1	109	108	125	112	108	108	104	111	117
O=C(CN1C(=O)NC(c2ccccc2)(c2ccccc2)C1=O)c1ccc(N2CCOCC2)cc1	110	103	96	97	96	98	103	93	106
Cc1ccc(C)n1-c1ccsc1C(=O)NNC(=O)CCl	78	94	95	122	106	89	108	104	103
COc1ccc(C2=NN(C(C)=O)C(c3c(C)nn(-c4ccccc4)c3N3CCOCC3)C2)cc1 (stereo not given)	82	90	80	91	101	103	97	100	103
CCOC(=O)c1c2c(c(C)n1C)-c1[nH]ncc1CC2	93	94	83	·	101	91	111	98	80
CC(CC(=O)c1ccc(F)cc1)N1CCN(c2ccccc2)CC1 (stereo not given)	99	96	95	·	105	111	114	106	94
S=C1CCCCCN1	102	111	119	111	108	100	107	105	110
